# SUMO1-SIM PPI: SUMO1-SIM interaction modulation; P63165; SUMO1 binding to a labelled peptide, TR-FRET, 1 h; inhibition, % at 20 µM; hit rate 0.33% among 360,000; in the data active means inhibition above about 37%
# STEP block: blocks human striatal-enriched tyrosine phosphatase; P54829; recombinant STEP, OMFP fluorogenic substrate, fluorescence; inhibition, % at 20 µM; hit rate 0.25% among 360,000; AID 588621;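 active means inhibition at 20 µM, scaled per plate between control wells, above about 37%, limit read from the data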;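 further: 0% = DMSO with enzyme and substrate and 100% = substrate only without enzyme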
#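 System: STEP (striatal-enriched tyrosine phosphatase) enzyme, cell-free; medium: Bis-Tris pH 6.0 buffer with DTT, detergent; dosing: 20 µM, 1% DMSO; times: reaction 20 min, ambient temperature; detection: fluorescence, 480/540 nm; read-out basis: normalized % inhibition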
# NadD inh: inhibitors of Staphylococcus aureus NadD | inhibition, % at 20 µM | hit rate 0.78% among 360,000 | AID 602399 | purified NadD enzyme, colorimetric absorbance read-out; in the data active means inhibition above about 26%; further: some compounds past the cut are filed as inactive
# Tb MetRS inh: Trypanosoma brucei MetRS inhibition; purified T. brucei MetRS, ATP depletion, Kinase-Glo luminescence; inhibition, % at 11.9 µM; AID 624268; hit rate 0.4% among 360,000;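 active means inhibition above a per-plate cutoff of the control wells' mean inhibition plus 3 SD, cut at about 5.5% in these data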;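 further: 0% = DMSO wells median and 100% = median of wells with control inhibitor compound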
#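 System: purified T. brucei MetRS enzyme / Detection: Kinase-Glo luciferase luminescence reporting remaining unconsumed ATP / Medium: HEPES buffer with MgCl2, KCl, DTT, spermine, BSA, pyrophosphatase / Replication: singlicate, one well per compound / Evaluation: percent inhibition relative to median high and low control wells / Schedule: 2 h aminoacylation at 25 °C after 15 min preincubation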
# CSN deneddyl inh: inhibitors of human CSN-mediated cullin deneddylation | hit rate 0.38% among 360,000 | Purified CSN, SCF-Nedd8-OG deneddylation, fluorescence polarization | Q92905 | inhibition, % at 12.5 µM;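 active means pattern-corrected inhibition above about 35%, with an unprinted fluorescence ratio check between 0.5 and 1.5, limit read from the data, passing the limit was not always enough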;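 further: 0% = enzyme with substrate and 100% = substrate without enzyme; some results filed as inactive read as strong as hits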
# Target sequence (Q92905 whole entry, looked up, one chain of several): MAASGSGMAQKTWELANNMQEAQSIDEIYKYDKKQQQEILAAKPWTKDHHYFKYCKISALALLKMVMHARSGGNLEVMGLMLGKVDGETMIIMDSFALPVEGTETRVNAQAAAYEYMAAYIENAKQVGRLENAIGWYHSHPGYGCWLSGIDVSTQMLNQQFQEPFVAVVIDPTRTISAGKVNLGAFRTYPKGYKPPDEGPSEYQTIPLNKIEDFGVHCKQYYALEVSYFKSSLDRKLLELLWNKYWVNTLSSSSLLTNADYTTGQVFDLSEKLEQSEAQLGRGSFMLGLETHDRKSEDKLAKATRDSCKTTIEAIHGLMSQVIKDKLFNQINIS
#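 Test system: purified human Csn5 enzyme expressed in HEK293T cells. Amount: 0.24 nM enzyme. Reagent: SCFSkp2-Nedd8OG substrate at 10 nM final. Schedule: 90 min incubation of compound, enzyme and substrate at room temperature. Detection: fluorescence polarization. Read-out: % inhibition of substrate cleavage by Csn5.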
# Scp-1 inhibitor: blocks human Scp-1 phosphatase activity; Recombinant Scp1, phosphopeptide, malachite green phosphate absorbance; inhibition, % at 20 µM; hit rate 0.88% among 340,000; AID 493091;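 active means inhibition above about 50% at 20 µM, limit read from the data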;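 further: plate controls were DMSO wells with enzyme for no effect and wells lacking enzyme for full effect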
# Target sequence (Q9GZU7 76-261 limits assumed): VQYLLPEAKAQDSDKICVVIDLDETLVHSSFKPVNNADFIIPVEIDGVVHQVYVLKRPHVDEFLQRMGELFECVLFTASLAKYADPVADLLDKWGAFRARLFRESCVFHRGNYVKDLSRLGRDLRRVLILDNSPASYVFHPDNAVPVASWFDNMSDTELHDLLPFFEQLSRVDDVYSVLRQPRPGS
#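 Test system: SCP-1 catalytic domain; Buffer or medium: Acidic Tris acetate buffer with magnesium and detergent; Also added: Phosphorylated 17-residue peptide substrate; Compound: single 20 µM dose, 1% DMSO; Schedule: enzyme reaction 45 min at room temperature, colour 5 min, stabilisation 30 min; Signal: Phosphate-binding colour reagent, absorbance read at 630 nm.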
# Rpn11 inh: inhibitors of human proteasome Rpn11 | human 26S proteasome, Ub4-pepOG fluorescence polarization; 20S core pre-blocked with epoxomicin | calls only at 20 µM | hit rate 0.59% among 360,000 | AID 588493;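 active means inhibition at 20 µM, scaled to each plate's controls, above about 33%, limit read from the data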
# Target sequence (O00487 whole entry, looked up): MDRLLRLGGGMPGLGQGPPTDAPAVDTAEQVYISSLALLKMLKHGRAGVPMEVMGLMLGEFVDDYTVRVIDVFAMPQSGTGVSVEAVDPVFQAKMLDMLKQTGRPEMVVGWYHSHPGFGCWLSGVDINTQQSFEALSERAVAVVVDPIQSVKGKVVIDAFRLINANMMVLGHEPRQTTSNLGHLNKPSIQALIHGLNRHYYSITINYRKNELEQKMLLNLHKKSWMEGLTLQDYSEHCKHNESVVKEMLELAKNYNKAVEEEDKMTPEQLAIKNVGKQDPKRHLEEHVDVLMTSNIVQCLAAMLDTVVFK
# PABP1 MLLE inh: inhibitors of microRNA-mediated deadenylation, human PABP1 MLLE binding | inhibition, % at 20 µM | AID 588489 | GST-MLLE / FITC-PAM2 fluorescence polarization | hit rate 0.36% among 360,000 | P11940; in the data active means inhibition above about 35%, passing the limit was not always enough;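 further: plate controls were DMSO wells with GST-MLLE for no effect and wells lacking GST-MLLE protein for full effect; some results filed as inactive read as strong as hits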
# DNMT1 block: blocks human DNA methyltransferase DNMT1 | DNMT1 molecular beacon, Hinp1I cleavage, fluorescence | inhibition (reported as % activation of signal), % at 10 µM | hit rate 0.83% among 360,000; in the data active means inhibition above about 50%
# LMPTP block: LMPTP (human) inhibition. P24666. recombinant LMPTP-A, OMFP fluorogenic substrate, fluorescence intensity. inhibition, % at 20 µM. hit rate 0.22% among 360,000. AID 651560;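 active means compounds that cut the enzyme signal by at least half of the control window in the single-dose screen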;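 further: plate controls were DMSO wells with enzyme plus substrate for no effect and substrate without enzyme for full effect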
# Target sequence (P24666 whole entry, looked up): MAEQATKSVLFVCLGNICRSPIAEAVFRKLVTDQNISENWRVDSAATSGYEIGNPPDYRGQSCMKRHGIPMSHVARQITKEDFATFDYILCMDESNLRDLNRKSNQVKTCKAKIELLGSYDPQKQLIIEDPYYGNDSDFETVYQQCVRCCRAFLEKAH
#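 Test system – LMPTP-A enzyme · Amount – LMPTP-A at 0.625 nM final in the reaction · Buffer or medium – Bis-Tris pH 6.0, DTT, detergent · Reagent – OMFP 400 µM · Doses – single 20 µM dose · Schedule – reaction 50 min, room temperature, dark · Detection – fluorescence intensity of OMFP turnover product · Evaluation – percent inhibition versus substrate-only and uninhibited controls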
# * marks the source's active call; other numbers are inactive results; i = inactive; x = no result given; + = active, no number. An unsorted share of the library, and some 3.6% of all compounds hit somewhere here.
SMILES,SUMO1-SIM PPI,STEP block,NadD inh,Tb MetRS inh,CSN deneddyl inh,Scp-1 inhibitor,Rpn11 inh,PABP1 MLLE inh,DNMT1 block,LMPTP block
CS(=O)(=O)N(Cc1ccc(Cl)cc1)c1ccc(C(=O)Nc2cccnc2)cc1,0,-6,9,-0.5,-1,0,i,6,-4,0.0
Cc1cccc(NC(=O)Cn2nnc(C(=O)NCc3ccco3)c2N)c1,-1,-1,-1,0.2,3,-3,i,-8,2,-0.9
O=C(CSc1ncn[nH]1)c1cccc([N+](=O)[O-])c1,-16,3,-4,-0.7,3,-1,i,27,3,-1.2
Cc1ccc(CNC(=O)c2cc(C3CC3)nc3c2cnn3C(C)C)cc1,5,3,-4,0.2,7,4,i,-2,1,3.6
COc1cc2c(cc1OC)C(=O)N1[C@H]3c4cc(C)ccc4OC[C@@H]3[C@H](c3ccccc3)[C@]1(C)C(=O)N2,-1,2,-4,-0.3,5,-9,i,-1,-9,2.9
Cc1ccnc(NC(=O)c2cc(F)c(F)cc2Cl)n1,3,0,2,-0.5,5,1,i,9,-2,0.4
CCCCCc1cc(=O)oc2c(C(CCN3CCCCC3)c3ccc4c(c3)OCO4)c(OC)cc(OC)c12 (stereo not given),-44,1,11,-0.3,2,17,i,4,6,4.6
COc1cc2nc3occc3c(OC)c2cc1OC,-4,-1,-3,-0.3,-3,-8,i,-4,3,1.9
COc1ccc(Cl)cc1C(=O)NCC(C)C,1,-1,-4,0.1,-6,-2,i,4,11,0.3
CC1(C)Cc2c(sc3nc4n(-c5ccccc5)cnn4c(=O)c23)CO1,-3,-1,0,-1.5,7,-3,i,5,2,-0.8
C#CCSc1nnc(CSc2nc3ccccc3s2)n1-c1ccccc1,0,4,4,-0.8,1,5,i,-123,4,3.0
COc1cccc(N(CC(=O)N/N=C(\C)c2cccs2)S(C)(=O)=O)c1,-2,-5,-2,0.0,0,-3,i,3,3,-1.0
Cc1cc(C)n(CC(O)CN(c2ccccc2)S(=O)(=O)c2ccc3ccccc3c2)n1 (stereo not given),9,-4,1,-0.3,2,-5,i,2,1,0.9
CN(C)c1ccc(NC(=S)Nc2ccc3c(c2)c(=O)n(C)n3-c2ccc(C(C)(C)C)cc2)cc1,-4,1,20,0.3,0,x,i,-7,-24,4.8
CC1CCN(CCC(=O)Nc2ccc(F)c(F)c2)CC1,-1,-1,3,-1.6,0,-6,i,10,-1,-3.0
Cc1cc(C(=O)NCc2ccccc2Br)no1,1,-1,-12,1.0,-5,2,i,-8,2,-0.1
COc1ccccc1NC(=O)CSc1nnnn1Cc1ccccc1,1,-1,-10,-1.4,4,-5,i,11,-2,-1.6
N#CC1=C(N)S[C@@H](C(=O)c2ccc(F)cc2)[C@@H]1c1cccs1,-4,-1,-3,0.1,5,-2,i,22,-14,0.9
O=C(c1ccccc1)N1CCN(CC(O)COCC2CC=CCC2)CC1 (stereo not given),2,1,-3,0.0,6,-2,i,17,-2,-2.0
Cc1ccc(C)n1-c1ccc(-c2ccnc(N)n2)cc1,4,-2,5,-0.6,-2,4,i,-45,-12,3.3
C=CCON/C(CCC)=C1\C(=O)C(C(=O)OC)C(C)(C)CC1=NC (stereo not given),-1,1,5,-0.2,-6,-1,i,12,1,-0.9
COc1ccc(C(=O)N2CC(=O)Nc3ccc(F)cc3C2c2ccccc2)cc1 (stereo not given),0,-2,0,0.4,-1,-5,i,10,-2,0.6
C[C@H](CO)N1C[C@H](C)[C@@H](CN(C)S(=O)(=O)c2cccs2)Oc2c(NS(=O)(=O)c3cn(C)cn3)cccc2C1=O,2,0,0,-0.3,-1,3,i,-1,1,-2.0
O=S(=O)(c1ccc2ccccc2c1)N1CCN(C(=S)Nc2ccc(F)cc2)CC1,0,3,-1,-0.1,3,-7,i,-120,22,4.0
COc1ccc(-c2cnc3c(-c4ccc(F)cc4)cnn3c2N)cc1,-3,1,4,-0.5,-2,-9,i,-3,5,-0.5
# (list continues)
SMILES,SUMO1-SIM PPI,STEP block,NadD inh,Tb MetRS inh,CSN deneddyl inh,Scp-1 inhibitor,Rpn11 inh,PABP1 MLLE inh,DNMT1 block,LMPTP block
Cc1cc(NC2CCCCC2)nc2ccccc12,2,-2,-3,-0.3,-1,4,i,-12,2,4.1
O=C(COc1ccc(-c2nnco2)cc1)Nc1c(Cl)cccc1C(F)(F)F,7,1,3,-0.3,0,-3,i,-21,1,-0.5
Cc1cc(C)n(C/C=C/Cn2nc(C)cc2C)n1,0,2,3,-0.1,6,-6,i,-7,1,0.7
COCCN(C(=O)CCC(=O)Nc1nccs1)C(C(=O)NCCC(C)C)c1ccc(OC)cc1 (stereo not given),-1,-1,-1,-0.6,3,-8,i,10,1,-0.5
O=S1(=O)N=C2CCCCCN2C(c2ccc(Br)cc2)N1 (stereo not given),2,-1,-2,0.4,7,12,i,-6,5,0.5
O=C(NCCCc1ccccc1)c1ccc(Br)o1,-6,1,1,-0.6,1,0,i,5,-3,-0.2
CCNC(=S)N=Nc1c(O)[nH]c2ccc([N+](=O)[O-])cc12,2,0,0,-1.6,-9,0,i,45*,-4,-0.4
Cc1ccc(NC(=O)Cc2nc(COC(=O)C(C)NS(=O)(=O)c3ccc(C)cc3)cs2)cc1 (stereo not given),-5,-3,28,-0.4,0,-2,i,-10,-29,0.4
O=C(CSc1nnc(-c2ccco2)n1-c1ccccc1)N1CCOCC1,0,-3,-2,-0.7,-6,-6,i,-8,-3,-1.2
Cc1ccc(/C=N/NC(=O)c2nn(C)cc2Cl)cc1,-3,-2,-2,-0.8,3,-4,i,14,0,-0.3
CCCCCC(=O)Nc1ccc(C(=O)N/N=C/c2ccc([N+](=O)[O-])cc2)cc1,-2,-8,-1,0.0,-1,-9,i,-2,9,-0.6
O=C(NCc1ccc2c(c1)OCO2)c1ccc(=O)[nH]c1,-4,-2,0,-1.2,4,-8,i,7,0,-2.9
O=C(O)Cn1nc(-c2ccccc2)c2ccccc2c1=O,3,-1,0,-1.0,-2,-7,i,-7,-2,-1.0
CC(=O)Oc1ccc2c(=O)c(Oc3ccccc3[N+](=O)[O-])coc2c1,-5,-1,-3,0.1,0,-7,i,-4,5,-1.3
CCOC(=O)c1nc(N)c(C(=O)OCC)[nH]1,1,-3,-4,-1.2,0,-7,i,-9,-1,-2.0
CCOC(=O)N1CCN(CC(=O)Nc2cc3c(cc2C(C)=O)OCO3)CC1,-10,2,-1,0.2,1,-8,i,-3,1,0.1
Cc1ccc(S(=O)(=O)N(C)CCCC(=O)Nc2ccc(C)cc2C)cc1,2,-3,-3,-0.3,-10,-5,i,10,0,-0.9
Cc1ccc(-n2c3c(c(O)c(-c4ccccc4)c2=O)C(=O)CC(C)(C)C3)cc1,-1,-2,7,-0.6,2,-10,i,-2,3,-1.5
CCOC(=O)c1c(NC(=S)Nc2ccccc2)sc2c1CC(C)(C)SC2,-12,1,23,0.8,18,-9,+,-40,-25,2.8
CC(C)c1ccc(C(=O)COC(=O)C(O)c2ccccc2)cc1 (stereo not given),-5,1,-5,-0.2,0,-21,i,4,2,-0.5
CCc1ccc(OCC(=O)Nc2ccncc2)c(Br)c1,-2,-1,-5,0.1,1,-5,i,1,2,1.2
O=C(Nn1cnnc1)c1ccncc1,-2,3,-5,-0.3,-2,-2,i,-7,0,-2.3
O=C(c1ccc2ccccc2c1)N1CCc2ccccc21,2,5,-12,-0.6,0,-7,i,1,0,1.3
O=C1C=CN2CCCC2CC1 (stereo not given),-2,1,-2,-0.1,1,-14,i,22,0,0.2
O=C(Nc1ccc2c(c1)CCC2)c1cnccn1,1,0,-2,-1.3,1,-11,i,2,-2,-1.6
Cc1ccc(C)c(N2CCN(C(=O)CCNS(=O)(=O)c3ccc4c(c3)oc(=O)n4C)CC2)c1,1,-2,-1,0.7,5,-8,i,-2,0,-0.1
O=C(NNc1cc(Cl)cc(Cl)c1)c1cccs1,-1,-1,-1,25*,-5,-12,i,11,1,0.4
CC(C)c1ccc(NC(=O)COC(=O)C2CC3C=CC2C3)cc1 (stereo not given),0,0,-8,-0.6,0,3,i,-20,4,1.4
COc1ccc(C2/C=C\CN(CC(C)(C)C)CC(=O)N2Cc2ccc(F)cc2)cc1 (stereo not given),0,0,4,-0.4,2,4,i,-9,-3,1.9

# 2 compounds drawn at random from those above:
SMILES,SUMO1-SIM PPI,STEP block,NadD inh,Tb MetRS inh,CSN deneddyl inh,Scp-1 inhibitor,Rpn11 inh,PABP1 MLLE inh,DNMT1 block,LMPTP block
CCOC(=O)c1nc(N)c(C(=O)OCC)[nH]1,1,-3,-4,-1.2,0,-7,i,-9,-1,-2.0
CC(=O)Oc1ccc2c(=O)c(Oc3ccccc3[N+](=O)[O-])coc2c1,-5,-1,-3,0.1,0,-7,i,-4,5,-1.3

# At a glance, some entries already given:
SMILES,SUMO1-SIM PPI,STEP block,NadD inh,Tb MetRS inh,CSN deneddyl inh,Scp-1 inhibitor,Rpn11 inh,PABP1 MLLE inh,DNMT1 block,LMPTP block
COc1ccc(Cl)cc1C(=O)NCC(C)C,1,-1,-4,0.1,-6,-2,i,4,11,0.3
CC1(C)Cc2c(sc3nc4n(-c5ccccc5)cnn4c(=O)c23)CO1,-3,-1,0,-1.5,7,-3,i,5,2,-0.8
C#CCSc1nnc(CSc2nc3ccccc3s2)n1-c1ccccc1,0,4,4,-0.8,1,5,i,-123,4,3.0
COc1cccc(N(CC(=O)N/N=C(\C)c2cccs2)S(C)(=O)=O)c1,-2,-5,-2,0.0,0,-3,i,3,3,-1.0
Cc1cc(C)n(CC(O)CN(c2ccccc2)S(=O)(=O)c2ccc3ccccc3c2)n1 (stereo not given),9,-4,1,-0.3,2,-5,i,2,1,0.9
CN(C)c1ccc(NC(=S)Nc2ccc3c(c2)c(=O)n(C)n3-c2ccc(C(C)(C)C)cc2)cc1,-4,1,20,0.3,0,x,i,-7,-24,4.8

# Screening data (PubChem BioAssay)
